Screens: PubChem, several laboratories
NPR1 activator: GC-A (human) enzyme activation. P16066. HEK293 GC-A cells, cGMP TR-FRET, EC30 ANP; 0% at EC30 ANP, 100% saturating ANP. activation, % at 10 µM. 0.14% of 370,000 active. AID 1671463; in the data active = activation above about 40%
TCR-CD3 inh: blocks the human TCR-CD3 interaction; 0.37% of 360,000 active; inhibition, % at 9.4 µM; TAMRA-labeled TCR probe fluorescence, biochemical; in the data active = inhibition above about 19%;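 also: recombinant mutant TCR 2C K166C tagged with TAMRA read by polarization; 0% = receptor in buffer alone and 100% = receptor with positive control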
PRMT1 inh: PRMT1 (human) inhibition, primary screen; Q99873; recombinant PRMT1, activity-based probe fluorescence polarization; inhibition, % at 2.79 µM; 1.3% of 370,000 active;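 active = inhibition above about 21% made by adding two undisclosed values, limit read from the data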
mABHD4 FP: ABHD4 (mouse) inhibition, primary FP screen. Q8VD66. purified mABHD4, FP-Rh probe fluorescence polarization. inhibition, % at 8.92 µM. 0.54% of 370,000 active. AID 720543;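 active = inhibition exceeding the mean over every tested compound plus 3 SD, cut at about 30% in these data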;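 also: 0% = plate median of compound wells and 100% = S159A mutant with DMSO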
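Assay system: mouse ABHD4 enzyme, wild type / Also added: fluorescent activity-based probe FP-Rh / Doses: single nominal dose of 8.92 µM, 0.89% DMSO final / Timing: 45 min compound pre-incubation plus 60 min probe step, 25 °C / Signal: FP readout, ex 525 nm / em 598 nm / Control set: S159A mutant/DMSO as 100%, compound-well median as 0%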
SIAE inh: inhibitors of human sialic acid acetylesterase SIAE; Q9HAT2; SIAE FP-Rh probe binding, fluorescence polarization; inhibition, % at 9.66 µM; 0.69% of 370,000 active; AID 1053197;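 active = inhibition above a cutoff: mean of compounds within the control limits plus 3 SD of those, cut at about 17% in these data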;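 also: 0% = plate median of compound wells and 100% = probe without SIAE protein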
HTRA1 inhibitor: inhibitors of human serine peptidase HTRA1. Q92743. recombinant HTRA1, FP-rhodamine activity-based probe, fluorescence polarization. inhibition, % at 5.96 µM. AID 504803. 0.5% of 340,000 active; in the data active = inhibition above about 36%;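 also: 0% = enzyme with DMSO and 100% = wells lacking enzyme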
Target sequence (Q92743 whole entry, looked up): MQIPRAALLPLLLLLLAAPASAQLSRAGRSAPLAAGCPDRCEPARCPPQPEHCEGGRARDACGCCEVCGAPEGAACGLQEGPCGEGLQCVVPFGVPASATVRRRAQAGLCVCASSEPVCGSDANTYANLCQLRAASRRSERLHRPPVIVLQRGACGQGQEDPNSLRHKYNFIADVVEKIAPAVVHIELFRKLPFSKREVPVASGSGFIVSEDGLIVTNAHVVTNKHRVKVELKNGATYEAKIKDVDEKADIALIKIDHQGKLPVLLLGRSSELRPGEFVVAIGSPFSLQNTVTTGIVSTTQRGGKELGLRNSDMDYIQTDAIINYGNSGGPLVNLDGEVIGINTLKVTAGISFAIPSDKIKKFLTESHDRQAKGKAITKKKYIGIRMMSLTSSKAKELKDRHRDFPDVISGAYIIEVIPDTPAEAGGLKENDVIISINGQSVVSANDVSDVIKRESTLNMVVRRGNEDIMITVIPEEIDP
rCAG binder: molecules binding r(CAG) RNA repeats; r(CAG) RNA repeat, TO-PRO-1 dye displacement fluorescence; inhibition, % at 3 µM; 1.3% of 370,000 active;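 active = inhibition above the plate cutoff, the mean of all test compounds on that plate plus 3 SD, cut at about 35% in these data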;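 also: 0% = DMSO alone and 100% = 100 µM mitoxantrone as full dye displacement; higher means more dye released from RNA so lower well fluorescence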
UHRF1 MBD2 ctr: UHRF1 methyl-DNA binding inhibition. UHRF1 binding to methylated oligo, TR-FRET. inhibition, % at 4.4 µM. 0.75% of 370,000 active. Q96T88; in the data active = inhibition above about 21%;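 also: UHRF1 SRA domain binding a hemimethylated CpG hairpin DNA probe; 0% = median of test compound wells and 100% = reference inhibitor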
GC-B act: GC-B (human) receptor activation; P20594; HEK293-GC-B cells, CNP EC30, cGMP TR-FRET; 0% at EC30 CNP, 100% saturating CNP; activation, % at 10 µM; 0.11% of 370,000 active;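 active = activation at 10 µM reaching about 35% in either raw or pattern-adjusted values, limit read from the data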
MBD2 DNA inh: MBD2-methylated oligo binding inhibition; Q9UBB5; 0.31% of 370,000 active; inhibition, % at 4.4 µM; TR-FRET, MBD2 binding to methylated oligonucleotide; in the data active = inhibition above about 13%
Target sequence (Q9UBB5 whole entry, looked up): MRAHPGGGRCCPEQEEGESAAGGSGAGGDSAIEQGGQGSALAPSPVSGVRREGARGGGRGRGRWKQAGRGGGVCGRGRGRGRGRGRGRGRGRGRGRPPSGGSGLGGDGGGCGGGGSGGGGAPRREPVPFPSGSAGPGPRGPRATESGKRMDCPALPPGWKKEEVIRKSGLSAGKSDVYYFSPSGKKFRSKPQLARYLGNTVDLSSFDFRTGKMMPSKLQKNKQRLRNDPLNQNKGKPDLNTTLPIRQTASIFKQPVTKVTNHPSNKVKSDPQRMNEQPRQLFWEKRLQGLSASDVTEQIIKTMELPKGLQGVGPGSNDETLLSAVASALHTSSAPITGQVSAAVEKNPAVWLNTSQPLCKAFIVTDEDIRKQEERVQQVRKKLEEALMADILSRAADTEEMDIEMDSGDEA
Active calls of the source: *.

`CC1CCc2[nH]c3ccc(C(=O)N(C)CC(=O)Nc4cccc(F)c4)cc3c2C1` (centres undefined) gave NPR1 activator -1, TCR-CD3 inh 10, PRMT1 inh 0, mABHD4 FP -5, SIAE inh 11, HTRA1 inhibitor -21, rCAG binder 5, UHRF1 MBD2 ctr -2, GC-B act -1 and MBD2 DNA inh 1.
CSc1nnc(C2CCN(CC(=O)Nc3ccccc3N3CCOCC3)CC2)n1C(C)C was read as NPR1 activator -5, TCR-CD3 inh 7, PRMT1 inh -3, mABHD4 FP -1, SIAE inh 0, HTRA1 inhibitor -3, rCAG binder 12, UHRF1 MBD2 ctr 0, GC-B act -9 and MBD2 DNA inh 2.
Screening Cc1ccc(OCCOCCN2CCCC2)c(Br)c1 returned NPR1 activator -2, TCR-CD3 inh 0, PRMT1 inh -1, mABHD4 FP 6, SIAE inh -1, HTRA1 inhibitor -2, rCAG binder -3, UHRF1 MBD2 ctr 0, GC-B act -2 and MBD2 DNA inh 3.
For COc1cc2c(cc1NC(=O)c1cccc(S(=O)(=O)N(C)C)c1)oc1ccccc12 the results were NPR1 activator -3, TCR-CD3 inh 1, PRMT1 inh 0, mABHD4 FP -7, SIAE inh -12, HTRA1 inhibitor -47, rCAG binder 13, UHRF1 MBD2 ctr 3, GC-B act -1 and MBD2 DNA inh 3.
For COc1cccc(NC(=O)COC(=O)Cc2ccccc2[N+](=O)[O-])c1 the results were NPR1 activator 4, TCR-CD3 inh 2, PRMT1 inh -5, mABHD4 FP -1, SIAE inh -3, HTRA1 inhibitor 1, rCAG binder 2, UHRF1 MBD2 ctr 3, GC-B act 6 and MBD2 DNA inh 2.
CC1(c2ccc3c(c2)OCO3)NC(=O)N(CC(=O)c2ccc[nH]2)C1=O (centres undefined) was read as NPR1 activator 2, TCR-CD3 inh -6, PRMT1 inh 5, mABHD4 FP 2, SIAE inh 6, HTRA1 inhibitor 3, rCAG binder 3, UHRF1 MBD2 ctr 1, GC-B act 6 and MBD2 DNA inh 6.
Screening Cc1c(C(=O)Oc2ccc(F)cc2)sc2ncn(Cc3cccc(F)c3)c(=O)c12 returned NPR1 activator -2, TCR-CD3 inh -2, PRMT1 inh -3, mABHD4 FP -4, SIAE inh 4, HTRA1 inhibitor 6, rCAG binder 1, UHRF1 MBD2 ctr 2, GC-B act -6 and MBD2 DNA inh 1.
COc1ccc([N+](=O)[O-])cc1N(CC(=O)O)S(C)(=O)=O was read as NPR1 activator 1, TCR-CD3 inh 3, PRMT1 inh -1, mABHD4 FP -4, SIAE inh -6, HTRA1 inhibitor 0, rCAG binder -1, UHRF1 MBD2 ctr 5, GC-B act 3 and MBD2 DNA inh 3.
COc1cccc(CN2C(=O)C3(C(C#N)=C(N)OC4=C3C(=O)CCC4)c3ccccc32)c1 (centres undefined) was read as NPR1 activator 1, TCR-CD3 inh 7, PRMT1 inh -2, mABHD4 FP -2, SIAE inh 4, HTRA1 inhibitor 11, rCAG binder -5, UHRF1 MBD2 ctr 12, GC-B act -3 and MBD2 DNA inh -1.
For COc1cc2ccccc2cc1-c1nnc(COc2ccccc2)o1 the results were NPR1 activator -5, TCR-CD3 inh 3, PRMT1 inh -2, mABHD4 FP 0, SIAE inh -5, HTRA1 inhibitor 4, rCAG binder 2, UHRF1 MBD2 ctr -4, GC-B act -23 and MBD2 DNA inh 1.
CCCCN(C(=O)c1cccc(S(=O)(=O)N2CC(C)OC(C)C2)c1)c1c(N)n(CCCC)c(=O)[nH]c1=O (centres undefined) was read as NPR1 activator 3, TCR-CD3 inh 13, PRMT1 inh -2, mABHD4 FP 3, SIAE inh 1, HTRA1 inhibitor -2, rCAG binder 0, UHRF1 MBD2 ctr 1, GC-B act 1 and MBD2 DNA inh 1.
`CC1(C)CC(=O)C(=CN2CCN(C(=O)c3ccco3)CC2)C(=O)C1` gave NPR1 activator 2, TCR-CD3 inh -7, PRMT1 inh 11, mABHD4 FP 0, SIAE inh -4, HTRA1 inhibitor -6, rCAG binder 2, UHRF1 MBD2 ctr 5, GC-B act 8 and MBD2 DNA inh -2.
For O=S(=O)(CCNCc1ccco1)NC1CCCCC1 the results were NPR1 activator 0, TCR-CD3 inh -1, PRMT1 inh -2, mABHD4 FP 5, SIAE inh -2, HTRA1 inhibitor 1, rCAG binder 3, UHRF1 MBD2 ctr -3, GC-B act -1 and MBD2 DNA inh -5.
`CC1C/C(=N/N=C2/NC(=O)CS2)CC(C)(C)C1` (centres undefined) gave NPR1 activator 2, TCR-CD3 inh -1, PRMT1 inh -1, mABHD4 FP 0, SIAE inh 5, HTRA1 inhibitor 4, rCAG binder -6, UHRF1 MBD2 ctr 1, GC-B act 4 and MBD2 DNA inh -6.
COc1ccc2sc(N3C(=O)C4CC=C(C)CC4C3=O)nc2c1 (centres undefined) was read as NPR1 activator 6, TCR-CD3 inh 6, PRMT1 inh 2, mABHD4 FP 3, SIAE inh -1, HTRA1 inhibitor -4, rCAG binder 4, UHRF1 MBD2 ctr -2, GC-B act -2 and MBD2 DNA inh -4.
Screening Cc1nn2c(-c3ccccn3)ccnc2c1Br returned NPR1 activator 0, TCR-CD3 inh -1, PRMT1 inh -4, mABHD4 FP 0, SIAE inh -2, HTRA1 inhibitor -1, rCAG binder -4, UHRF1 MBD2 ctr 0, GC-B act 7 and MBD2 DNA inh 4.
Screening CCn1nc(C(=O)OCC(=O)N2CC(=O)Nc3ccccc32)c2ccccc2c1=O returned NPR1 activator 0, TCR-CD3 inh -7, PRMT1 inh 1, mABHD4 FP 4, SIAE inh -5, HTRA1 inhibitor 6, rCAG binder -6, UHRF1 MBD2 ctr 0, GC-B act 3 and MBD2 DNA inh 1.
`Cc1cccc(NC(=O)c2oc3ccc(S(=O)(=O)N4CCOCC4)cc3c2C)c1C` gave NPR1 activator 0, TCR-CD3 inh -10, PRMT1 inh -4, mABHD4 FP 0, SIAE inh 7, HTRA1 inhibitor -7, rCAG binder -1, UHRF1 MBD2 ctr 1, GC-B act 9 and MBD2 DNA inh -1.
`Cc1ccc(C(=O)N(CC(=O)Nc2sc(C)c(C)c2C(N)=O)C2CCCC2)cc1` gave NPR1 activator -2, TCR-CD3 inh 5, PRMT1 inh 1, mABHD4 FP -3, SIAE inh 3, HTRA1 inhibitor -10, rCAG binder 3, UHRF1 MBD2 ctr -2, GC-B act -3 and MBD2 DNA inh 0.
For O=C1C=C(c2cc3ccccc3s2)C[C@@H](c2ccc3c(c2)OCO3)C1 the results were NPR1 activator 2, TCR-CD3 inh -6, PRMT1 inh 3, mABHD4 FP 8, SIAE inh -6, HTRA1 inhibitor -6, rCAG binder 8, UHRF1 MBD2 ctr 2, GC-B act 4 and MBD2 DNA inh -4.

Grouped by structure, those above with bromine (2)
Screening Cc1ccc(OCCOCCN2CCCC2)c(Br)c1 returned NPR1 activator -2, TCR-CD3 inh 0, PRMT1 inh -1, mABHD4 FP 6, SIAE inh -1, HTRA1 inhibitor -2, rCAG binder -3, UHRF1 MBD2 ctr 0, GC-B act -2 and MBD2 DNA inh 3.
Screening Cc1nn2c(-c3ccccn3)ccnc2c1Br returned NPR1 activator 0, TCR-CD3 inh -1, PRMT1 inh -4, mABHD4 FP 0, SIAE inh -2, HTRA1 inhibitor -1, rCAG binder -4, UHRF1 MBD2 ctr 0, GC-B act 7 and MBD2 DNA inh 4.

Other structures
Screening CCCCCCCSc1nsc(N)n1 returned NPR1 activator 0, TCR-CD3 inh 3, PRMT1 inh 0, mABHD4 FP -17, SIAE inh -4, HTRA1 inhibitor -6, rCAG binder 2, UHRF1 MBD2 ctr 0, GC-B act 0 and MBD2 DNA inh -4.
CCOC(=O)C(NC(C)=O)C(OC(C)=O)c1cccc([N+](=O)[O-])c1 (centres undefined) was read as NPR1 activator 0, TCR-CD3 inh -5, PRMT1 inh 1, mABHD4 FP -17, SIAE inh -9, HTRA1 inhibitor -1, rCAG binder -1, UHRF1 MBD2 ctr 0, GC-B act 3 and MBD2 DNA inh 0.
`COc1ccc(C2C(C(=O)NCC3CCCO3)CCC(=O)N2c2ccc3c(c2)OCO3)cc1` (centres undefined) gave NPR1 activator -4, TCR-CD3 inh 14, PRMT1 inh -3, mABHD4 FP 10, SIAE inh 0, HTRA1 inhibitor -4, rCAG binder -5, UHRF1 MBD2 ctr 0, GC-B act -2 and MBD2 DNA inh -1.
COc1cc(/C=C2\SC(=S)N(NC(=O)c3ccccc3OC)C2=O)ccc1O was read as NPR1 activator -1, TCR-CD3 inh -104, PRMT1 inh 0, mABHD4 FP -73, SIAE inh -23, HTRA1 inhibitor -35, rCAG binder 58*, UHRF1 MBD2 ctr 1, GC-B act -4 and MBD2 DNA inh -6.
For O=C(Nc1nccs1)c1ccc(Br)c(S(=O)(=O)N2CCOCC2)c1 the results were NPR1 activator 4, TCR-CD3 inh -6, PRMT1 inh 3, mABHD4 FP 2, SIAE inh -5, HTRA1 inhibitor -5, rCAG binder -1, UHRF1 MBD2 ctr -1, GC-B act 8 and MBD2 DNA inh 0.
Cn1c(SCC(=O)NC2CCCCC2)nnc1-c1cc2ccccc2o1 was read as NPR1 activator 2, TCR-CD3 inh 0, PRMT1 inh -4, mABHD4 FP -12, SIAE inh -7, HTRA1 inhibitor 3, rCAG binder -3, UHRF1 MBD2 ctr -2, GC-B act -2 and MBD2 DNA inh -1.
COc1ccc(Cc2nc3ccc(C(=O)NCCCSC)cc3o2)cc1OC was read as NPR1 activator 0, TCR-CD3 inh -5, PRMT1 inh 2, mABHD4 FP 10, SIAE inh 7, HTRA1 inhibitor 0, rCAG binder -6, UHRF1 MBD2 ctr 2, GC-B act -2 and MBD2 DNA inh 2.
For Cc1ccc(Cl)cc1N1CCN(C(=O)Cc2ccc(-n3c(=O)[nH]c4ccsc4c3=O)cc2)CC1 the results were NPR1 activator -10, TCR-CD3 inh -4, PRMT1 inh 1, mABHD4 FP 1, SIAE inh -1, HTRA1 inhibitor -7, rCAG binder 1, UHRF1 MBD2 ctr 3, GC-B act -1 and MBD2 DNA inh -4.
For Cc1c(C)n(CC(O)CN(CCO)CCO)c2ccccc12 (centres undefined) the results were NPR1 activator -5, TCR-CD3 inh 4, PRMT1 inh 1, mABHD4 FP -1, SIAE inh 8, HTRA1 inhibitor 6, rCAG binder -5, UHRF1 MBD2 ctr -2, GC-B act 4 and MBD2 DNA inh -3.
Screening COc1cc(NC(=S)NCCO)c(OC)cc1Cl returned NPR1 activator 2, TCR-CD3 inh -1, PRMT1 inh 0, mABHD4 FP -28, SIAE inh -1, HTRA1 inhibitor 1, rCAG binder -3, UHRF1 MBD2 ctr 8, GC-B act 3 and MBD2 DNA inh 9.
`Cc1ccccc1N1CCN(CCCCN2C(=O)C3CCCN3C2=O)CC1` (centres undefined) gave NPR1 activator -2, TCR-CD3 inh 8, PRMT1 inh -3, mABHD4 FP 0, SIAE inh -1, HTRA1 inhibitor 2, rCAG binder -7, UHRF1 MBD2 ctr -5, GC-B act 3 and MBD2 DNA inh 0.
For Cc1ccc(-c2csc3ncnc(SCC(=O)NCC4CCCO4)c23)cc1 (centres undefined) the results were NPR1 activator 0, TCR-CD3 inh 8, PRMT1 inh -2, mABHD4 FP -3, SIAE inh -1, HTRA1 inhibitor -1, rCAG binder 2, UHRF1 MBD2 ctr 2, GC-B act -4 and MBD2 DNA inh 2.
`COC(=O)C1=C(C)NC(=S)NC1c1sccc1C` (centres undefined) gave NPR1 activator 1, TCR-CD3 inh 3, PRMT1 inh -1, mABHD4 FP 5, SIAE inh 3, HTRA1 inhibitor -2, rCAG binder 2, UHRF1 MBD2 ctr 0, GC-B act 4 and MBD2 DNA inh -2.

These rows are one share of the data; rates above refer to the full screens.
